Bioassay records (PubChem)
KOR beta-arrestin-1 = KOR agonists, beta-arrestin recruitment, primary screen, cell-based, luminescence, uHTS (AID 1777); one-dose activation, % at 10 µM; EC50 in µM for titrated hits; KOR beta-arrestin recruitment, luminescence; higher % means a stronger effect; Kappa-type opioid receptor (Homo sapiens); 0.02% of 280,000 active; in the data active = activation above about 50%, passing the limit was not always enough; also: a part of the inactive calls stands beside numbers as strong as those of hits
GPR55 LPI antagonism = GPR55 antagonists blocking LPI-driven arrestin recruitment, primary screen, imaging, U2OS, beta-arrestin-GFP, LPI agonist (AID 2013). 0.13% of 290,000 active. G-protein coupled receptor 55 (Homo sapiens). U2OS GPR55 beta-arrestin-GFP translocation imaging, LPI antagonism; higher % means a stronger effect. inhibition, % at 10 µM, or IC50 in µM where a hit was titrated;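 active = spots per cell inhibited over 60%, with over 100 cells counted and total cytoplasm intensity under 500,000; inconclusive = wells with under 100 cells, flagged as likely toxic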;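 also: U2OS cells stably carrying GPR55 and arrestin-GFP stimulated by 5 µM LPI near EC80; imaged beta-arrestin-GFP aggregate spots per cell after agonist stimulation; plate controls were LPI-stimulated DMSO wells for no effect and DMSO wells without LPI for full effect; some results filed as inactive read as strong as hits; confirmed hits need IC50 under 10 µM and bright autofluorescent wells are also inconclusive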
NOD1 inhibition = NOD1 signaling inhibitors, primary screen, cell-based, luminescence, uHTS (AID 1578) | NOD1-driven NF-kB luciferase reporter cells, luminescence; higher % means a stronger effect | inhibition, % at 4 µM; hits with a dose series show EC50 in µM | 1% of 290,000 active; in the data active = inhibition mostly above about 36%, no sharp cut-off; inactive = mostly below about 34%;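 also: HEK-293T reporter cells stimulated with the NOD1 agonist gamma-tri-DAP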
GPR35 antagonists = GPR35 antagonists blocking zaprinast-driven arrestin recruitment, primary screen, imaging, U2OS, beta-arrestin-GFP, zaprinast agonist (AID 2058); G-protein coupled receptor 35 (Homo sapiens); U2OS GPR35 beta-arrestin-GFP translocation imaging, zaprinast antagonism; higher % means a stronger effect; inhibition, % at 10 µM, or IC50 in µM where a hit was titrated; 0.052% of 290,000 active;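 active = inhibition of at least 50% with at least 30 cells and total cytoplasm GFP at most 10,000,000; inconclusive = under 30 cells or total GFP of 10,000,000 plus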
KOR beta-arrestin-2 = KOR antagonists, beta-arrestin recruitment, cell-based, luminescence, uHTS (AID 1778) | inhibition, % at 10 µM, or IC50 in µM where a hit was titrated | KOR beta-arrestin recruitment, luminescence, antagonist mode; higher % means a stronger effect | 0.091% of 290,000 active; also: strong numbers were not always called active
GPR55 activation = GPR55 agonists via beta-arrestin recruitment, primary screen, imaging, U2OS cells, beta-arrestin-GFP redistribution (AID 1961) | U2OS GPR55 beta-arrestin-GFP redistribution imaging; higher % means a stronger effect | 0.048% of 290,000 active | activation, % at 10 µM, or EC50 in µM where a hit was titrated;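 active = activation above 40% with more than 50 cells counted in the well; inconclusive = wells holding fewer than 50 cells, flagged as toxic or sparse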;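 also: U2OS osteosarcoma cells stably expressing GPR55 and beta-arrestin-GFP; plate controls were DMSO negative control for no effect and LPI positive control for full effect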
Myeloid diff 2 = induction of myeloid progenitor differentiation, primary screen, cell-based, flow cytometry, MLPCN library | calls only at 10 µM | ER-HoxA9 myeloid progenitors, lysozyme-GFP differentiation | 1% of 360,000 active | AID 624256, 2012;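 active = normalized GFP-positive differentiation at or above the plate's own cutoff, the solvent-only control mean plus 3 SD; inconclusive = no clear call, values can overlap the other calls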;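 also: cells exposed to compound for four days before flow analysis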
HIV fusion peptide = inhibitors of HIV fusion peptide binding, primary screen, biochemical, uHTS, fluorescence dequenching (AID 1986); one-dose inhibition, % at 20 µM; IC50 in µM for titrated hits; cell-free peptide binding, fluorescence dequenching, 30 min; higher % means a stronger effect; 0.3% of 290,000 active; in the data active = inhibition mostly above about 52%, no sharp cut-off; inactive = mostly below about 76%; also: some results filed as inactive read as strong as hits
HEK293 NOD2/NF-kB = NOD2 signaling inhibitors, cell-based, luminescence, uHTS, HEK293 (AID 1566) | HEK293 NOD2/NF-kB luciferase reporter, luminescence; higher % means a stronger effect | inhibition, % at 4 µM; hits with a dose series show EC50 in µM | 0.63% of 290,000 active; also: many of its hits are not listed in these tables
Myeloid diff 2 GFP+ MAC1+ % = second read-out of Myeloid diff 2, no call of its own (marks repeat the call); GFP+ MAC1+ double positive, %; measured here: differentiation confirmed by MAC1 staining
Active calls of the source: *; i = inactive; ? = inconclusive; · = not tested or not shown; + = active, no number; [ ] = remark or other dose. Rule as the data show it, unless noted: active = inhibition above about 50%; inactive = the rest. This is a subset (hit frequency here may not be typical).

SMILES	KOR beta-arrestin-1	GPR55 LPI antagonism	NOD1 inhibition	GPR35 antagonists	KOR beta-arrestin-2	GPR55 activation	Myeloid diff 2	Myeloid diff 2 GFP+ MAC1+ %	HIV fusion peptide	HEK293 NOD2/NF-kB
CCC(=NCCc1c(C)[nH]c2ccc(C)cc12)C1=C(O)CC(c2ccccc2)CC1=O (centres undefined)	4.5%	7%	-6%	-4%	-74%	-0.2%	?	·	0.3%	-27%
COc1ccc(Cl)cc1NS(=O)(=O)c1ccc2c(c1)NC(=O)CCS2	-0.1%	-12%	-34%	-6%	-35%	-0.1%	i	3.4	-0.3%	9%
O=C(NC1CCCCCC1)c1ccc(S(=O)(=O)NCc2ccco2)cc1	0.4%	17%	-16%	-6%	-27%	0.3%	i	0.4	1.1%	-15%
Cc1ccccc1OCc1nc2ccccc2c(=O)n1/N=C/c1ccco1	6.8%	-6%	32%	10%	-5%	0.1%	i	0.4	5.0%	-12%
O=S(=O)(NCCOc1cccc2cccnc12)c1ccc(F)cc1	1.1%	-3%	-18%	-8%	-23%	-0.1%	i	5.0	-1.9%	-5%
COc1cccc(CN(C)C(=S)Nc2cccc(C)c2)c1	12%	-3%	6%	-12%	3%	-0.4%	i	0.3	6.3%	12%
O=C(NCCC1=CCCCC1)c1ccc(CN2CCOCC2)cc1	-2.0%	4%	-39%	-7%	-45%	0.1%	i	0.5	1.0%	4%
CCc1ccc(N2C(=O)c3sc4nnc(-c5ccccc5)c(=O)n4c3C2=O)cc1	-3.3%	3%	3%	-15%	-16%	0.2%	i	0.3	-0.3%	18%
Cc1ccc(C(=O)NCCc2csc(C)n2)cc1	-3.7%	1%	-21%	-12%	17%	0.3%	i	2.0	1.7%	-20%
CCN1CCN(CCCNC(=O)CCc2nc(-c3ccc(OC)cc3)no2)CC1	-5.9%	-6%	-23%	-11%	-15%	0.5%	i	0.0	2.5%	29%

Single values from the entries so far.
CCC(=NCCc1c(C)[nH]c2ccc(C)cc12)C1=C(O)CC(c2ccccc2)CC1=O (centres undefined) in HEK293 NOD2/NF-kB shows -27%
CCN1CCN(CCCNC(=O)CCc2nc(-c3ccc(OC)cc3)no2)CC1 in HIV fusion peptide shows 2.5%

(next part)
SMILES	KOR beta-arrestin-1	GPR55 LPI antagonism	NOD1 inhibition	GPR35 antagonists	KOR beta-arrestin-2	GPR55 activation	Myeloid diff 2	Myeloid diff 2 GFP+ MAC1+ %	HIV fusion peptide	HEK293 NOD2/NF-kB
CC(C)(C)C(=O)Nc1ccc(F)cc1[N+](=O)[O-]	1.7%	14%	5%	-7%	4%	-0.1%	i	0.8	0.4%	14%
Cc1ccc(/C=c2/sc3nnc(-c4ccccc4Cl)n3c2=O)o1	6.6%	-4%	-13%	-1%	4%	0.2%	i	0.7	2.7%	1%
CCOC(=O)C1(C)NC(c2ccco2)C2C(=O)N(C)C(=O)C21 (centres undefined)	·	-4%	-21%	3%	17%[20 µM]	-0.1%	i	0.4	-0.6%	6%
O=C(CN1C(=O)NC(Cc2c[nH]c3ccccc23)C1=O)NC1CC1 (centres undefined)	-1.6%	9%	-6%	2%	11%	-0.2%	i	1.7	20%	-3%
NS(=O)(=O)c1ccc(CNC(=S)NC2CCCC2)cc1	-2.0%	-3%	0%	-8%	-23%[20 µM]	-0.1%	i	0.4	0.1%	2%
CCC(C)C(NC(=O)C(C)NC(=O)CNC(=O)OC(C)(C)C)C(N)=O (centres undefined)	-2.0%	9%	-30%	11%	0%	-0.2%	i	0.7	-0.6%	8%
CCOC(=O)C[n+]1ccc2c([nH]c3ccccc32)c1C	0.2%	7%	-28%	-13%	-30%[20 µM]	-0.3%	i	0.4	4.0%	14%
CCCCNCCOCCOc1ccc(Cl)cc1Br	-1.3%	4%	-20%	10%	·	-0.4%	i	1.6	2.1%	-24%
CCC(C(=O)Nc1ccccc1-c1ccccc1)c1ccccc1 (centres undefined)	-5.9%	8%	2%	11%	9%	-0.1%	i	1.1	-1.7%	13%
COC(=O)c1sccc1NC(=O)CC1NCCNC1=O (centres undefined)	7.8%	3%	-2%	-5%	-1%	0.0%	i	1.1	2.5%	23%
O=C(O)c1ccc(S(=O)(=O)Nc2cccc(CP(=O)(c3ccccc3)c3ccccc3)c2)cc1	-1.1%	9%	-8%	10%	11%	-0.1%	i	0.4	0.5%	-6%
CCOc1ccc(NC(=O)CSc2nc(-c3cccs3)cc(C(F)(F)F)n2)c([N+](=O)[O-])c1	7.3%	-6%	-30%	-5%	-17%	-0.3%	i	0.5	1.6%	11%
Cc1sc2nc(C3CC3)nc(N3CCN(S(=O)(=O)c4ccc(F)cc4)CC3)c2c1C	-8.2%	19%	-6%	-5%	-25%	-0.3%	i	2.2	-0.3%	38%
CCN(Cc1ccccc1)C(=O)CN1C(=S)NC(C)(C)CC1C (centres undefined)	-0.6%	5%	-27%	-3%	16%	-0.2%	i	0.4	2.7%	4%
Cc1cc(Br)c(NC(=O)COC(=O)CSc2nnc(-c3ccc(Cl)cc3)o2)c(Br)c1	0.9%	-6%	-32%	8%	18%	0.3%	i	0.2	2.8%	9%
Fc1cccc2sc(N3CCOCC3)nc12	-3.4%	-1%	-40%	-8%	21%	0.6%	i	0.4	0.4%	-4%
Cc1c(-c2ccc(OCc3ccccc3)cc2)nc2ccccc2c1C(=O)O	1.4%	7%	0%	-5%	1%	-0.1%	+	14*	3.7%	-41%
O=C(NCC1CCCO1)c1ccc(F)c2ccccc12 (centres undefined)	5.9%	-30%	28%	-17%	-25%	-0.2%	i	0.4	0.1%	2%
COCCn1nnnc1CN1CCOCC1	1.7%	15%	-7%	3%	-5%	-0.2%	i	6.7	1.5%	4%
Cc1cccc(NC(=O)CSCc2nc3c(nnn3Cc3ccc(F)cc3)c(=O)[nH]2)c1C	·	-9%	-11%	-6%	-17%[20 µM]	-0.1%	i	0.2	2.3%	18%
Cc1ccc(S(=O)(=O)N2CC=C(C(=O)NC3CCCC3)CC2)cc1	1.4%	5%	-6%	12%	-9%	0.3%	i	1.7	0.3%	11%
Cc1cc(C(=O)COc2ccccc2[N+](=O)[O-])c(C)n1C1CC1	-3.8%	-1%	-35%	-5%	-38%	-0.3%	i	0.4	-2.4%	-12%
Cc1ccc(NC2CCCN(C(=O)c3cnsn3)C2)cc1C (centres undefined)	4.3%	-4%	-20%	-4%	-45%	-0.2%	i	1.0	0.5%	-13%
COC(=O)CSc1nc2sc(C)c(C)c2c(=O)n1C	-1.1%	11%	-8%	-7%	15%	-0.2%	i	0.4	0.3%	7%
Cc1ccccc1CSCC(=O)N/N=C/c1cccs1	-0.4%	20%	6%	-2%	6%	-0.1%	i	1.0	-2.2%	-8%
CC(C)(C)c1cc(C(=O)NCc2ccco2)ccn1	-2.8%	2%	·	0%	11%	-0.1%	i	0.8	0.8%	2%
O=C(NC1CCCCC1)C(Cc1ccccc1)N1C(=O)C2C3CCC(C3)C2C1=O (centres undefined)	-1.7%	16%	2%	-8%	6%	-0.1%	i	1.2	0.0%	13%
CNC(=O)c1c(NC(=O)C2=COCCO2)sc2c1CCCC2	3.2%	4%	-10%	7%	3%	1.4%	i	0.8	-1.2%	1%
Cc1ccc(Cl)cc1N1CCN(CC(O)COCc2ccco2)CC1 (centres undefined)	-3.0%	2%	-29%	-8%	-28%	-0.2%	i	0.3	2.0%	-29%
Cc1ccc(SCCNC(=O)CN2C(=O)c3ccccc3S2(=O)=O)cc1	13%	-4%	15%	10%	46%	-0.2%	i	0.5	-1.2%	5%
Cc1cc(C(=O)OCC(=O)c2cccs2)c2ccccc2n1	6.4%	2%	-26%	14%	-6%[20 µM]	0.2%	i	0.6	0.0%	0%
CCOCCCn1c(=S)[nH]c2cc(C(=O)NCCN(CC)CC)ccc2c1=O	0.2%	33%	-22%	6%	-9%	-0.1%	i	0.4	-2.1%	9%
O=C(CCCC(=O)N1CCCC1)N1CCCC1	-9.3%	0%	5%	0%	25%	2.3%	i	0.3	0.3%	11%
Nc1nsnc1C(=O)NCCO	-0.3%	2%	-27%	10%	-28%	-0.3%	i	2.1	-0.5%	5%
Cc1nc(NCC2CCCO2)nc2c1C(=O)CC(C)(C)C2 (centres undefined)	8.0%	-3%	12%	7%	-117%	-0.1%	i	2.2	1.5%	13%
COc1ccccc1N(CC(=O)NC(C)(C)C)C(=O)c1ccc(Cl)nc1	-0.4%	4%	-18%	2%	-28%	0.5%	i	0.3	1.1%	3%
Cc1ccc(S(=O)(=O)NNC(=O)Nc2ccc([N+](=O)[O-])cc2)c(C)c1	2.3%	11%	-32%	-2%	-15%	0.3%	?	·	1.3%	6%
CCCCN1C(=O)/C(=C/C=C2\N(C)c3ccccc3C2(C)C)SC1=S	1.6%	17%	-5%	40%	7%	0.73µM*	·	·	-0.3%	-6%
COc1ccc(CN2CCCC(C(=O)N(C)Cc3ccccc3)C2)cc1OC (centres undefined)	3.9%	43%	-8%	4%	0%	-0.2%	i	0.3	-0.7%	16%
CC12CN3CC(=O)N4CC5(C)CN(CC(C)(C4)C5=O)C(=O)CN(C1)CC(C)(C3)C2=O	1.4%	20%	4%	-4%	18%	-0.2%	i	8.3	1.5%	4%
COc1ccc(CC2(CO)CCN(C(=O)NCc3ccccc3)CC2)cc1	·	12%	-16%	-2%	5%[20 µM]	0.5%	i	0.0	0.1%	14%
CC(=O)Nc1cc(-c2ccc(F)cc2)[nH]n1	3.0%	1%	-22%	-3%	-13%	0.3%	i	0.7	-1.2%	2%
CCc1nnc(NC(=O)Cc2ccc(OC)c(OC)c2)s1	·	2%	-15%	24%	-10%[20 µM]	0.2%	i	0.6	0.7%	12%
COc1ccc(NC(=O)CCS(=O)(=O)c2ccc3c(c2)oc(=O)n3C)cc1	-0.6%	16%	-1%	4%	-30%	0.0%	i	0.0	1.7%	-3%
O=C(NCc1ccccc1F)c1ccc2c(c1)OCO2	-12%	-4%	-18%	-14%	24%	-0.1%	i	0.6	2.1%	-9%
COc1ccc(-c2nnc(NC(=O)c3ccc(S(=O)(=O)N4CCc5ccccc5C4)cc3)o2)cc1	-2.7%	-8%	·	-5%	0%	-0.1%	i	1.6	0.3%	·
CCCCNC(=O)c1ccc(-n2c(=S)[nH]c3ccccc3c2=O)cc1	-7.6%	9%	-15%	-3%	10%	0.1%	i	0.4	-1.0%	13%
